INS-1E rescue: preserves ATP levels in cytokine-treated INS-1E cells | INS-1E cytokine-induced death, ATP luminescence, 48 h; normalised: neutral wells 0, positive control 100 | protection from cytokine-induced ATP loss, % at 10 µM | 0.1% of 20,000 active | AID 488910;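 active = mean replicate protection from cytokine-induced ATP loss at least 50% and at least 75% of replicates each reaching 50%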
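Assay system: INS-1E rat cells / Quantity: 8000 cells per well / Medium: RPMI without phenol red, 5% FBS / Probe or stimulus: three-cytokine cocktail (IFN-γ, TNF-α, IL-1β) / Dosing: one compound concentration, pin transfer / Timing: 48 h co-treatment, 10 min post-lysis read / Technique: CellTiter-Glo luminescence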
T cruzi HTS: inhibitors of intracellular Trypanosoma cruzi. intracellular Trypanosoma cruzi in host cells, plate reader. activity score (inhibition), % at 5.01 µM. 4.9% of 22,000 active. AID 651903; in the data active = activity score above about 55%;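 also: parasites and compound incubated about four days before reading; 0% = median of neutral control wells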
Starred values were filed as active, the others as inactive; nt = no result given.

Compound	INS-1E rescue	T cruzi HTS
C[C@H](CO)N1C[C@H](C)[C@H](CN(C)C(=O)Nc2ccc(F)cc2)Oc2ncc(C#Cc3ccc(C(F)(F)F)cc3)cc2C1=O	nt	88*
C[C@H]1CN([C@@H](C)CO)C(=O)c2cccc(NC(=O)Nc3ccc(F)cc3)c2O[C@H]1CN(C)Cc1ccncc1	7	-4
C[C@@H]1CN([C@@H](C)CO)C(=O)c2cccc(NC(=O)Nc3ccc(F)cc3)c2O[C@H]1CN(C)S(C)(=O)=O	-1	-1
COc1ccc(NC(=O)N(C)C[C@@H]2Oc3c(NC(=O)c4ccc(-c5nccs5)cc4)cccc3C(=O)N([C@@H](C)CO)C[C@H]2C)cc1	6	-7
C[C@H]1CN([C@@H](C)CO)C(=O)Cc2cc(NC(=O)Cn3cnnn3)ccc2O[C@H]1CN(C)C	5	-14
CC(C)NC(=O)N(C)C[C@H]1Oc2ccc(NS(=O)(=O)c3cn(C)cn3)cc2C(=O)N([C@H](C)CO)C[C@@H]1C	5	-13
C[C@@H]1CN([C@H](C)CO)C(=O)c2cc(NC(=O)Nc3cccc4ccccc34)ccc2O[C@@H]1CN(C)S(=O)(=O)c1ccc(F)cc1	-1	-2
C[C@H](CO)N1C[C@H](C)[C@H](CN(C)C(=O)Nc2ccc(F)cc2)Oc2ncc(/C=C/c3ccccc3)cc2C1=O	nt	-22
C[C@H](CO)N1C[C@H](C)[C@H](CN(C)C(=O)Nc2cccc3ccccc23)Oc2ncc(-c3ccccc3)cc2C1=O	nt	32
C[C@@H]1CCCCO[C@H](CN(C)Cc2ccc(Cl)c(Cl)c2)[C@@H](C)CN([C@H](C)CO)C(=O)c2cc(NC(=O)Nc3ccc(F)cc3)ccc2O1	-9	86*
C[C@H]1CN([C@@H](C)CO)C(=O)CCCn2cc(nn2)CO[C@H]1CN(C)Cc1cccc2c1OCCCO2	nt	-14
C[C@H](CO)N1C[C@H](C)[C@@H](CN(C)C(=O)CCCN(C)C)OCc2cn(nn2)CCCC1=O	nt	-7
COc1ccc(S(=O)(=O)N(C)C[C@H]2Oc3c(NC(=O)c4cc(C)nn4C)cccc3C(=O)N([C@H](C)CO)C[C@@H]2C)cc1	1	4
C[C@@H]1CN([C@@H](C)CO)C(=O)Cc2cc(NC(=O)c3ccncc3)ccc2O[C@@H]1CN(C)S(=O)(=O)c1ccccc1	0	8
Cc1noc(C)c1NC(=O)Nc1ccc2c(c1)CC(=O)N([C@H](C)CO)C[C@@H](C)[C@H](CN(C)S(C)(=O)=O)O2	2	-14
C[C@H]1CN([C@@H](C)CO)C(=O)CCCn2nncc2CO[C@H]1CN(C)CC1CC1	nt	-2
C[C@@H]1CN([C@H](C)CO)C(=O)Cc2cc(NC(=O)Nc3cccc4ccccc34)ccc2O[C@@H]1CN(C)C(=O)Nc1ccc2c(c1)OCO2	-1	4
Cc1noc(C)c1NC(=O)Nc1ccc2c(c1)CC(=O)N([C@@H](C)CO)C[C@H](C)[C@H](CN(C)C(=O)Nc1c(C)noc1C)O2	5	-9
C[C@H](CO)N1C[C@H](C)[C@H](CN(C)CC2CCCCC2)Oc2ccc(NS(=O)(=O)c3cccs3)cc2C1=O	2	-8
C[C@H]1CN([C@@H](C)CO)C(=O)Cc2cc(NC(=O)Cn3cnnn3)ccc2O[C@H]1CN(C)Cc1ccc(C(F)(F)F)cc1	8	-14
C[C@H]1CN([C@@H](C)CO)C(=O)Cc2cc(NC(=O)C3CCCCC3)ccc2O[C@H]1CN(C)Cc1ccc(Oc2ccccc2)cc1	-27	29
CC(C)NC(=O)N(C)C[C@@H]1Oc2ccc(NC(=O)C3CC3)cc2CC(=O)N([C@@H](C)CO)C[C@@H]1C	7	-19
C[C@H]1CN([C@@H](C)CO)C(=O)c2cccc(NC(=O)C3CCCCC3)c2O[C@@H]1CN(C)Cc1ccc(C(=O)O)cc1	6	-25
C[C@@H]1CCCCO[C@H](CN(C)C(=O)Nc2cccc3ccccc23)[C@@H](C)CN([C@H](C)CO)C(=O)c2cc(NS(C)(=O)=O)ccc2O1	7	5
Cc1ccc(S(=O)(=O)N(C)C[C@@H]2Oc3ccc(NC(=O)CCCN(C)C)cc3CC(=O)N([C@H](C)CO)C[C@H]2C)cc1	5	-14

Entries shown so far that contain a CF3 group:
Compound	INS-1E rescue	T cruzi HTS
C[C@H](CO)N1C[C@H](C)[C@H](CN(C)C(=O)Nc2ccc(F)cc2)Oc2ncc(C#Cc3ccc(C(F)(F)F)cc3)cc2C1=O	nt	88*
C[C@H]1CN([C@@H](C)CO)C(=O)Cc2cc(NC(=O)Cn3cnnn3)ccc2O[C@H]1CN(C)Cc1ccc(C(F)(F)F)cc1	8	-14

Continuation:
Compound	INS-1E rescue	T cruzi HTS
C[C@@H]1CN([C@@H](C)CO)C(=O)Cc2cc(NC(=O)NC3CCCCC3)ccc2O[C@@H]1CN(C)C	6	-10
C[C@@H]1CN([C@H](C)CO)C(=O)c2cc(NS(=O)(=O)c3ccc(Cl)cc3)ccc2O[C@@H]1CN(C)C	-1	-32
C[C@H](CO)N1C[C@H](C)[C@@H](CN(C)Cc2ccc(C(=O)O)cc2)Oc2ccc(NC(=O)Nc3cccc4ccccc34)cc2C1=O	5	-5
COc1ccc(CN(C)C[C@H]2Oc3c(NS(=O)(=O)c4ccc(OC)cc4)cccc3C(=O)N([C@@H](C)CO)C[C@H]2C)cc1	-8	8
COc1ccc(S(=O)(=O)N(C)C[C@H]2Oc3c(NS(=O)(=O)c4ccc(Cl)cc4)cccc3C(=O)N([C@@H](C)CO)C[C@H]2C)cc1	5	16
C[C@H](CO)N1C[C@H](C)[C@@H](CN(C)S(=O)(=O)c2ccc(Cl)cc2)OCc2cnnn2CCCC1=O	nt	-1
COc1ccc(S(=O)(=O)N(C)C[C@H]2Oc3c(NC(=O)Nc4c(C)noc4C)cccc3C(=O)N([C@H](C)CO)C[C@H]2C)cc1	3	-6
COc1ccc(CN(C)C[C@@H]2Oc3ccc(NC(=O)CCCCCC(=O)Nc4ccccc4N)cc3CC(=O)N([C@H](C)CO)C[C@@H]2C)cc1	-4	21
C[C@H]1CN([C@@H](C)CO)C(=O)c2cccc(NC(=O)Nc3ccccc3)c2O[C@@H]1CN(C)S(C)(=O)=O	3	-4
Cc1noc(C)c1NC(=O)Nc1ccc2c(c1)C(=O)N([C@@H](C)CO)C[C@@H](C)[C@@H](CN(C)Cc1ccc(C(F)(F)F)cc1)O2	nt	2
Cc1noc(C)c1NC(=O)N(C)C[C@@H]1Oc2ccc(NS(C)(=O)=O)cc2CC(=O)N([C@@H](C)CO)C[C@@H]1C	9	-17
CNC[C@@H]1OCCCC[C@@H](C)Oc2ccc(NC(=O)c3ccccc3)cc2C(=O)N([C@H](C)CO)C[C@@H]1C	0	5
Cc1cc(C(=O)Nc2cccc3c2O[C@H](CN(C)Cc2ccc(-c4ccccc4)cc2)[C@H](C)CN([C@@H](C)CO)C3=O)n(C)n1	-23	-26
C[C@@H]1CN([C@@H](C)CO)C(=O)c2cc(NC(=O)Nc3cccc4ccccc34)ccc2O[C@H]1CN(C)S(=O)(=O)c1cccs1	nt	5
C[C@@H]1CN([C@H](C)CO)C(=O)c2cccc(NC(=O)Nc3ccccc3)c2O[C@@H]1CN(C)Cc1ccc(C(=O)Nc2ccccc2N)cc1	17	70*
C[C@@H]1CN([C@H](C)CO)C(=O)c2cc(NS(C)(=O)=O)ccc2O[C@H]1CN(C)Cc1ccc(C(F)(F)F)cc1	12	5
C[C@@H]1CN([C@H](C)CO)C(=O)c2cccc(NC(=O)Nc3ccc4c(c3)OCO4)c2O[C@@H]1CN(C)C(=O)Nc1cccc2ccccc12	6	31
CNC[C@H]1Oc2c(NS(=O)(=O)c3ccc(Cl)cc3)cccc2C(=O)N([C@@H](C)CO)C[C@H]1C	2	-16
C[C@@H]1CN([C@H](C)CO)C(=O)Cc2cc(NC(=O)CCCCCC(=O)Nc3ccccc3N)ccc2O[C@@H]1CN(C)Cc1ccc(Oc2ccccc2)cc1	-13	24
C[C@@H]1CN([C@H](C)CO)C(=O)Cc2cc(NC(=O)CCN3CCOCC3)ccc2O[C@H]1CN(C)Cc1ccccc1	-2	-2
CC(C)NC(=O)Nc1cccc2c1O[C@H](CN(C)C(=O)Nc1ccc3c(c1)OCO3)[C@@H](C)CN([C@H](C)CO)C2=O	5	-16
C[C@H]1CN([C@@H](C)CO)C(=O)CCCn2nncc2CO[C@@H]1CN(C)S(=O)(=O)c1ccc(Cl)cc1	nt	-5
Cc1ccc(O)c(/C=N/NC(=O)c2ccccn2)c1	-14	-7
C[C@H](CO)N1C[C@H](C)[C@H](CN(C)S(=O)(=O)c2ccc(Cl)cc2)Oc2c(NS(C)(=O)=O)cccc2C1=O	0	-3
C[C@H]1CN([C@@H](C)CO)C(=O)c2cc(NS(=O)(=O)c3ccccc3)ccc2O[C@@H]1CN(C)S(C)(=O)=O	2	-8

Structural class: the compounds so far containing a COOH group (2)
Compound	INS-1E rescue	T cruzi HTS
C[C@H]1CN([C@@H](C)CO)C(=O)c2cccc(NC(=O)C3CCCCC3)c2O[C@@H]1CN(C)Cc1ccc(C(=O)O)cc1	6	-25
C[C@H](CO)N1C[C@H](C)[C@@H](CN(C)Cc2ccc(C(=O)O)cc2)Oc2ccc(NC(=O)Nc3cccc4ccccc34)cc2C1=O	5	-5

New compounds follow
Compound	INS-1E rescue	T cruzi HTS
C[C@@H]1CN([C@H](C)CO)C(=O)Cc2cc(NC(=O)CCN3CCOCC3)ccc2O[C@@H]1CN(C)C(=O)Nc1cccc2ccccc12	11	-30
Cc1noc(C)c1NC(=O)Nc1ccc2c(c1)C(=O)N([C@@H](C)CO)C[C@H](C)[C@@H](CN(C)Cc1ccc(C(F)(F)F)cc1)O2	nt	-4
Cc1noc(C)c1NC(=O)Nc1cccc2c1O[C@@H](CN(C)S(=O)(=O)c1ccc(Cl)cc1)[C@H](C)CN([C@@H](C)CO)C2=O	16	-24
C[C@H](CO)N1C[C@H](C)[C@@H](CN(C)CC2CC2)Oc2c(NS(=O)(=O)c3cccs3)cccc2C1=O	4	-3
C[C@@H]1CN([C@H](C)CO)C(=O)Cc2cc(NC(=O)Cc3ccccc3)ccc2O[C@H]1CN(C)C(=O)Nc1cccc2ccccc12	-4	-5
COc1ccc(NC(=O)Nc2ccc3c(c2)CC(=O)N([C@H](C)CO)C[C@@H](C)[C@@H](CN(C)S(=O)(=O)c2cn(C)cn2)O3)cc1	-4	-8
C[C@@H]1CN([C@@H](C)CO)C(=O)c2cccc(NC(=O)C3CC3)c2O[C@@H]1CN(C)Cc1ccc(C(=O)O)cc1	13	-22
COc1ccc(NC(=O)Nc2ccc3c(c2)C(=O)N([C@H](C)CO)C[C@H](C)[C@H](CN(C)C(=O)CCCN(C)C)OCCCC[C@@H](C)O3)cc1	3	-12
COc1ccc(S(=O)(=O)Nc2ccc3c(c2)C(=O)N([C@H](C)CO)C[C@@H](C)[C@@H](CN(C)S(=O)(=O)c2ccccc2)O3)cc1	6	-14
Cc1noc(C)c1NC(=O)Nc1cccc2c1O[C@@H](CN(C)Cc1ccc(-c3ccccc3)cc1)[C@@H](C)CN([C@H](C)CO)C2=O	-18	-9
C[C@H](CO)N1C[C@H](C)[C@H](CN(C)S(=O)(=O)c2cn(C)cn2)Oc2ccc(NC(=O)NC3CCCCC3)cc2CC1=O	0	-14
C[C@H]1CN([C@@H](C)CO)C(=O)c2cccc(NC(=O)Nc3ccc(F)cc3)c2O[C@H]1CN(C)C	-9	-26
Cc1noc(C)c1NC(=O)Nc1cccc2c1O[C@H](CN(C)C(=O)Nc1c(C)noc1C)[C@@H](C)CN([C@@H](C)CO)C2=O	3	-17
C[C@H](CO)N1C[C@H](C)[C@@H](CN(C)CC2CC2)Oc2c(NC(=O)c3ccc(-c4nccs4)cc3)cccc2C1=O	-18	14
C[C@H](CO)N1C[C@H](C)[C@H](CN(C)Cc2ccc(C(=O)O)cc2)Oc2ccc(NC(=O)C3CC3)cc2C1=O	7	-24
C[C@@H]1CN([C@@H](C)CO)C(=O)c2cc(NC(=O)C3CC3)ccc2O[C@@H]1CN(C)C(=O)NC1CCCCC1	2	9
Cc1noc(C)c1S(=O)(=O)Nc1ccc2c(c1)CC(=O)N([C@@H](C)CO)C[C@@H](C)[C@@H](CN(C)S(=O)(=O)c1ccccc1)O2	4	-1
Cc1noc(C)c1S(=O)(=O)Nc1ccc2c(c1)C(=O)N([C@H](C)CO)C[C@H](C)[C@@H](CN(C)C(=O)CCC(F)(F)F)OCCCC[C@@H](C)O2	7	-18
C[C@H]1CN([C@@H](C)CO)C(=O)c2cccc(NC(=O)C3CC3)c2O[C@@H]1CN(C)C(=O)Nc1ccccc1	12	-22
COc1ccc(NC(=O)Nc2ccc3c(c2)CC(=O)N([C@H](C)CO)C[C@H](C)[C@H](CN(C)C(=O)Nc2ccc(C(F)(F)F)cc2)O3)cc1	1	2
C[C@H](CO)N1C[C@H](C)[C@H](CN(C)S(=O)(=O)c2ccc(Cl)cc2)Oc2ccc(NC(=O)Nc3cccc4ccccc34)cc2CC1=O	0	1
COc1ccc(NC(=O)Nc2ccc3c(c2)C(=O)N([C@H](C)CO)C[C@H](C)[C@H](CN(C)CC2CCCCC2)O3)cc1	-2	-11

Single entries from the results shown:
Cc1noc(C)c1NC(=O)Nc1cccc2c1O[C@H](CN(C)C(=O)Nc1c(C)noc1C)[C@@H](C)CN([C@@H](C)CO)C2=O @ INS-1E rescue: 3
Cc1noc(C)c1NC(=O)Nc1cccc2c1O[C@@H](CN(C)S(=O)(=O)c1ccc(Cl)cc1)[C@H](C)CN([C@@H](C)CO)C2=O @ T cruzi HTS: -24

This is a random part of the collection (roughly 5.1% active in at least one column).
